N-glyco inh: increase of ERlucT glycosylation luciferase signal, primary screen, N-linked glycosylation inhibitor project, D54 ERlucT cells, luminescence, set 2 | AID 588692, 2011 | reporter increase, % at 12.5 µM | D54 ERlucT glycosylation luciferase reporter, 24 h; percent of 100 nM tunicamycin response | 360,000 compounds, 0.23% hits;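 active means mean luciferase reporter signal, scaled so untreated is 0 and the glycosylation-blocking control 100, at or above a set limit in every replicate; inconclusive means mean reaches the limit but not every replicate does; inactive means mean below the limit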;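 further: luciferase carries N-glycosylation sites so blocking glycosylation raises the light; 0% = median of neutral control wells and 100% = median of 100 nM tunicamycin wells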
TLR9-MyD88 inh: inhibitors of TLR9-MyD88 association in cells, primary screen, cell-based, CHO, BLA complementation, fluorescence; Toll-like receptor 9 (Homo sapiens) + Myeloid differentiation primary response protein …; CCF4 FRET ratio; inhibition, % at 4.98 µM; 340,000 compounds, 0.21% hits;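 active means inhibition above the mean over all tested compounds plus 3 SD, cut at about 21% in these data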;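 further: 0% = DMSO only wells and 100% = clavulanate BLA inhibitor control wells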
ABCB6 inh 2: ABCB6 transporter inhibitors, primary screen, K562-ABCB6 cells, flow cytometry, MLPCN library; K562-ABCB6 porphyrin accumulation, 1 h; stronger effect = lower value; fluorescence ratio to DMSO, % at 10 µM; 360,000 compounds, 0.19% hits; AID 602162, 2011;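 active means fluorescence ratio to DMSO below 75%, the collection mean minus 3 SD; inconclusive means too few cells collected in the well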;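 further: signal is porphyrin accumulated inside mitochondria; 100% equals median channel fluorescence of DMSO control wells; lower ratio means ABCB6 inhibition with less porphyrin fluorescence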
MC4R antagonist: MC4R antagonists of cAMP signaling, primary screen, cell-based, TR-FRET, antagonist arm of biased-ligand search; Melanocortin receptor 4 (Homo sapiens), P32245; MC4R-expressing cells, MTII-stimulated cAMP, LANCE TR-FRET; inhibition, % at 6.5 µM; 360,000 compounds, 0.48% hits; AID 540295, 2011;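 active means inhibition above its plate's cutoff, the mean of tested wells on that plate plus 3 SD, cut at about 29% in these data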;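 further: 0% = Melanotan II alone and 100% = Melanotan II plus saturating MCL0020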
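Material – human MC4R-expressing U2OS cells · Repeats – no replicates · Detection – TR-FRET with Eu-cAMP and labeled anti-cAMP, 671 nm · Times – compound 30 min, challenge 1 h, detection 1 h · Compound – single nominal compound dose of 6.5 µM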
Vif inh: HIV Vif self-association inhibitors, primary screen, imaging, HEK293T, single point; HEK293T cells, Vif self-association by quenched fluorescence, 24 h; inhibition, % at 7.49 µM; 340,000 compounds, 0.35% hits; AID 602346, 2012; in the data active means inhibition above about 50%, passing the limit was not always enough; inconclusive means no clear call, values can overlap the other calls; inactive means below about 31%; further: some results filed as inactive read as strong as hits
NOD2-RIPK2 inh: NOD2-RIPK2 binding disruptors in cells, primary screen, fluorescence, CHO cells, BLA complementation | inhibition, % at 4.98 µM | 360,000 compounds, 0.38% hits | CCF4 ratio | Receptor-interacting serine/threonine-protein kinase 2 (Homo sapiens), O43353; in the data active means inhibition above about 21%;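 further: 0% = vehicle only and 100% = reference blocker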
Exocytosis inh: LAMP-1 surface exposure blockers, TALL-104 cells – cell-based, flow cytometry, MLPCN library, primary screen. 360,000 compounds, 0.66% hits. inhibition, % at 10 µM. AID 651702, 2012. TALL-104 LAMP-1 surface exposure; cells stimulated with thapsigargin and PMA;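 active means inhibition above about 55%, limit read from the data; inconclusive means no clear call, values can overlap the other calls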
ABHD5-PLIN5 inh: ABHD5-PLIN5 interaction inhibitors, primary screen, cell lysate, split luciferase complementation, luminescence; Split G. princeps luciferase complementation, 4 h; 360,000 compounds, 0.78% hits; Perilipin-5 (Homo sapiens) + 1-acylglycerol-3-phosphate O-acyltransferase ABHD5 (Homo …; AID 602281, 2012; inhibition, % at 4 µM;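 active means inhibition above the mean inhibition across every tested compound plus 3 SD, cut at about 22% in these data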;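 further: 0% = DMSO only wells and the 100% control is not disclosed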
aDG glyco up: activators of alpha-DG glycosylation, primary screen, uHTS, Pro5-aDG cells, AlphaScreen; activation, % at 10 µM; AID 624168, 2012; 360,000 compounds, 0.22% hits; alpha-DG glycosylation AlphaScreen (IIH6); 0% Pro5, 100% B10-LARGE cell signal;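 active means activation of at least 8% versus controls, or a plate z-score of at least 8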;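 further: Pro5 are CHO cells carrying HIG-tagged alpha-DG that lacks glycosylation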
MC4R barr agon: MC4R agonists recruiting beta-arrestin, primary screen, cell-based, luminescence, agonist arm of biased-ligand search; Melanocortin receptor 4 (Homo sapiens), P32245; U2OS MC4R beta-arrestin complementation; percent of melanotan II response, DMSO zero; activation, % at 8.9 µM; 360,000 compounds, 0.98% hits; AID 540308, 2011;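 active means activation above a per-plate cutoff, the mean activation of sample wells on that plate plus 3 SD, cut at about 8% in these data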
* marks the source's active call; other numbers are inactive results; ? = inconclusive; · = no result given. A portion of the library. The share of hits here may be higher or lower than overall.

SMILES	N-glyco inh	TLR9-MyD88 inh	ABCB6 inh 2	MC4R antagonist	Vif inh	NOD2-RIPK2 inh	Exocytosis inh	ABHD5-PLIN5 inh	aDG glyco up	MC4R barr agon
O=C(N/N=C1/CCSC1)c1cccc([N+](=O)[O-])c1	1.5	-6.5	102.0	10.3	19.3	2.5	-5.6	-0.3	0.0	0.7
CCCn1c(N)c(N(CCOC)C(=O)CSCC(=O)Nc2ccc(C)cc2)c(=O)[nH]c1=O	1.7	-5.0	98.0	12.2	13.5	-6.0	-8.9	-7.4	0.1	-0.2
COCCn1nnnc1C(c1cc2ccc(OC)cc2[nH]c1=O)N1CCN(C2CCCCC2)CC1 (stereo not given)	-5.2	3.7	95.0	1.0	-0.8	-13.0	-3.0	-1.4	0.1	-1.4
CC1(C(=O)Nc2cccc(Oc3ccccc3)c2)CCN1Cc1cc2ccccc2o1 (stereo not given)	-4.2	·	98.0	18.0	13.5	-6.1	8.0	-6.8	-0.1	1.2
COc1ccc(C(C)(O)c2nc(-c3cccc(C(=O)O)c3)cs2)cc1 (stereo not given)	0.7	·	110.0	6.1	-5.9	0.8	0.5	2.8	-0.2	1.7
CN(CC(=O)Nc1cccc(S(=O)(=O)N(C)C)c1)Cc1ccccc1	2.2	-6.0	94.0	14.6	-6.0	-18.0	-2.0	-2.7	-0.1	1.6
O=C(O)CCc1nc(-c2cccs2)no1	-0.2	3.0	89.0	-1.0	·	2.3	1.5	5.5	-0.1	-0.1
O=C1CCC(C(=O)N2CCC(O)(c3ccccc3)CC2)CN1CCc1ccccc1 (stereo not given)	0.8	-7.4	103.0	1.6	4.5	2.0	31.1	-6.5	0.0	-3.9
COc1ccccc1CN1CCNC(=O)C1CC(=O)NC1CCCCCC1 (stereo not given)	-0.1	-9.8	97.0	5.5	-2.6	-5.8	-23.2	-2.6	0.2	-5.3
CCOC(=O)c1c(C)[nH]c(C)c1S(=O)(=O)N1c2ccccc2CC1C (stereo not given)	-1.5	-0.7	97.0	2.4	4.2	-1.4	-1.7	9.3	-0.2	-1.1
NS(=O)(=O)c1cccc(NC(=O)COc2ccc([N+](=O)[O-])cc2)c1	2.0	-1.1	100.0	-8.9	-2.2	1.6	-0.7	3.4	0.1	0.0
COc1cc(NC(=O)CN2CCCCC2)c(C)cc1[N+](=O)[O-]	2.1	-1.5	98.0	5.8	?	-2.8	2.9	-5.5	4.3	-1.6
CCn1nc(NC(=O)c2ccco2)c2cc3ccc(C)cc3nc21	2.7	-3.4	101.0	1.4	-7.6	2.0	0.5	4.6	0.6	-2.8
O=C(Cn1cncn1)c1ccccc1Br	0.4	-2.6	97.0	-5.8	·	-2.8	1.7	-3.3	-0.2	-0.8
COCCN(C(=O)CSc1nnc(-c2ccccc2F)n1C)c1c(N)n(Cc2ccccc2)c(=O)[nH]c1=O	1.6	-5.4	106.0	1.0	-2.2	-2.8	10.6	-0.8	0.4	-2.5
CC(=O)Nc1nc(-c2ccccc2)ns1	5.3	-7.5	95.0	5.1	2.4	-7.8	-4.3	1.7	-0.2	0.3
CC(C)(C)C1CCc2c(C(=O)NNC(=O)CCC(=O)O)csc2C1 (stereo not given)	3.2	-4.0	104.0	3.9	-10.1	-4.7	-5.4	-1.9	0.1	-0.4
CC1Cc2ccccc2N1C(=O)CCn1c(=O)oc2ccccc21 (stereo not given)	-3.4	1.9	87.0	3.4	-16.4	6.3	8.4	-3.3	0.1	0.4
COc1cccc(C2=NOC(C(=O)NC(C)C)C2)c1 (stereo not given)	0.0	-5.6	101.0	5.4	10.3	-10.1	9.6	1.4	-0.3	-0.6
COc1ccc2[nH]c(=O)c(C(c3nnnn3CC3CCCO3)N3CCCCC3)cc2c1 (stereo not given)	1.5	0.7	100.0	5.0	-1.1	-1.6	-4.0	2.9	0.0	-2.2

A run of entries taken from the entries so far:
SMILES	N-glyco inh	TLR9-MyD88 inh	ABCB6 inh 2	MC4R antagonist	Vif inh	NOD2-RIPK2 inh	Exocytosis inh	ABHD5-PLIN5 inh	aDG glyco up	MC4R barr agon
O=C(N/N=C1/CCSC1)c1cccc([N+](=O)[O-])c1	1.5	-6.5	102.0	10.3	19.3	2.5	-5.6	-0.3	0.0	0.7
CCCn1c(N)c(N(CCOC)C(=O)CSCC(=O)Nc2ccc(C)cc2)c(=O)[nH]c1=O	1.7	-5.0	98.0	12.2	13.5	-6.0	-8.9	-7.4	0.1	-0.2

Further entries
SMILES	N-glyco inh	TLR9-MyD88 inh	ABCB6 inh 2	MC4R antagonist	Vif inh	NOD2-RIPK2 inh	Exocytosis inh	ABHD5-PLIN5 inh	aDG glyco up	MC4R barr agon
COC(=O)C1C(=O)CC(C)(O)C(C(=O)OC)C1/C=C/c1ccccc1 (stereo not given)	1.8	-4.3	96.0	9.1	-4.3	-2.5	-0.9	-4.4	-0.2	-2.1
CCOC(=O)NC(=O)C(=CNc1ccccc1C)C(=O)NC(=O)OCC	1.1	4.0	79.0	-1.1	-0.5	-6.0	-2.9	-12.7	0.1	-2.0
O=C(NN=C1CCCC1)NC1CCCCC1	-0.8	-1.4	99.0	2.7	31.3	-3.7	-2.8	-5.2	-0.1	-1.6
COCCCNC(=S)N(CCCN(C)C)Cc1cc2cc3c(cc2[nH]c1=O)OCCO3	2.6	-7.6	101.0	-5.8	3.7	-7.7	1.5	5.2	-0.1	-2.3

13 compounds already listed, ordered by SMILES length, descending.
SMILES	N-glyco inh	TLR9-MyD88 inh	ABCB6 inh 2	MC4R antagonist	Vif inh	NOD2-RIPK2 inh	Exocytosis inh	ABHD5-PLIN5 inh	aDG glyco up	MC4R barr agon
COCCN(C(=O)CSc1nnc(-c2ccccc2F)n1C)c1c(N)n(Cc2ccccc2)c(=O)[nH]c1=O	1.6	-5.4	106.0	1.0	-2.2	-2.8	10.6	-0.8	0.4	-2.5
CCCn1c(N)c(N(CCOC)C(=O)CSCC(=O)Nc2ccc(C)cc2)c(=O)[nH]c1=O	1.7	-5.0	98.0	12.2	13.5	-6.0	-8.9	-7.4	0.1	-0.2
COc1ccc2[nH]c(=O)c(C(c3nnnn3CC3CCCO3)N3CCCCC3)cc2c1 (stereo not given)	1.5	0.7	100.0	5.0	-1.1	-1.6	-4.0	2.9	0.0	-2.2
NS(=O)(=O)c1cccc(NC(=O)COc2ccc([N+](=O)[O-])cc2)c1	2.0	-1.1	100.0	-8.9	-2.2	1.6	-0.7	3.4	0.1	0.0
CC1(C(=O)Nc2cccc(Oc3ccccc3)c2)CCN1Cc1cc2ccccc2o1 (stereo not given)	-4.2	·	98.0	18.0	13.5	-6.1	8.0	-6.8	-0.1	1.2
COc1ccc(C(C)(O)c2nc(-c3cccc(C(=O)O)c3)cs2)cc1 (stereo not given)	0.7	·	110.0	6.1	-5.9	0.8	0.5	2.8	-0.2	1.7
CC(C)(C)C1CCc2c(C(=O)NNC(=O)CCC(=O)O)csc2C1 (stereo not given)	3.2	-4.0	104.0	3.9	-10.1	-4.7	-5.4	-1.9	0.1	-0.4
COc1cc(NC(=O)CN2CCCCC2)c(C)cc1[N+](=O)[O-]	2.1	-1.5	98.0	5.8	?	-2.8	2.9	-5.5	4.3	-1.6
COc1ccccc1CN1CCNC(=O)C1CC(=O)NC1CCCCCC1 (stereo not given)	-0.1	-9.8	97.0	5.5	-2.6	-5.8	-23.2	-2.6	0.2	-5.3
CC1Cc2ccccc2N1C(=O)CCn1c(=O)oc2ccccc21 (stereo not given)	-3.4	1.9	87.0	3.4	-16.4	6.3	8.4	-3.3	0.1	0.4
O=C(O)CCc1nc(-c2cccs2)no1	-0.2	3.0	89.0	-1.0	·	2.3	1.5	5.5	-0.1	-0.1
O=C(NN=C1CCCC1)NC1CCCCC1	-0.8	-1.4	99.0	2.7	31.3	-3.7	-2.8	-5.2	-0.1	-1.6
O=C(Cn1cncn1)c1ccccc1Br	0.4	-2.6	97.0	-5.8	·	-2.8	1.7	-3.3	-0.2	-0.8
